High-throughput results (PubChem)
C diff growth – C. difficile growth inhibition; growth activity, negative = inhibition, % at 16 µg/mL (by protocol); actives 0.25% (n = 86,000); AID 1259249; Clostridium difficile clinical isolate growth, OD600, 24 h; hits give low values;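 active = mean growth activity at or below -80% and every replicate also at or below -80%; inconclusive = mean at or below -80% but some replicate above -80%; inactive = mean growth activity above -80%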;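 also: 0% = DMSO wells and -100% = levofloxacin 16 µg/mL wells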
T cruzi growth – blocks T. cruzi growth in NIH3T3 culture; T. cruzi beta-gal in NIH3T3, GalScreen luminescence, 90 h; inhibition, % at 8.34 µM; AID 624255; actives 5.9% (n = 77,000);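 active = mean inhibition above about 93%, with at least 55% of replicates each passing it, limit read from the data, passing the limit was not always enough; inconclusive = only one of those two conditions holds; inactive = neither condition holds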
GASC1 inh – blocks human GASC-1 (KDM4C) demethylase activity; AID 720574; GST-KDM4C 2-372, H3K9me3 peptide, LANCE TR-FRET; actives 0.15% (n = 96,000); inhibition, % at 12.5 µM; Q9H3R0;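 active = mean replicate inhibition above about 25%, with at least 55% of replicates also reaching it, limit read from the data, passing the limit was not always enough; inconclusive = only one of those two conditions met; inactive = neither condition met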
Target sequence (Q9H3R0 2-372 limits assumed): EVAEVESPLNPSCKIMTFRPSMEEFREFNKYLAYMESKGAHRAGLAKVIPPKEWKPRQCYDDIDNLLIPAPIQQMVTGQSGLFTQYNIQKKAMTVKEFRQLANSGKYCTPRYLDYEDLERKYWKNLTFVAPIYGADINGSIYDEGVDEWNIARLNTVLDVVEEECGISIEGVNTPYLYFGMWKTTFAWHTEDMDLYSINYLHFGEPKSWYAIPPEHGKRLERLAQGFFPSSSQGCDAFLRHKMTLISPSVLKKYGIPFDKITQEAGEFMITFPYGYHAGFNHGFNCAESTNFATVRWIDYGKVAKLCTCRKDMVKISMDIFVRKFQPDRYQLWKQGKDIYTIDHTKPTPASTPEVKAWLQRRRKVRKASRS
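Assay system: GST-GASC-1 enzyme fragment 2-372 | Amount: 10 nM enzyme | Medium: HEPES buffer, pH 7.5, plus ascorbate | Reagent: H3K9me3 peptide substrate, Fe(II), 2-oxoglutarate | Doses: Single-point compound screen | Incubation: 30 min demethylation and 1 h detection at room temperature | Measured by: LANCE TR-FRET, excitation 340 nm, emissions 618 and 671 nm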
Pf Dd2 growth – inhibitors of Plasmodium falciparum Dd2 growth | P. falciparum Dd2 growth, SYBR Green, 72 h; hits give low values | activity change, % at 10 µM | actives 2.3% (n = 94,000); in the data active = activity change below about -80%; inconclusive = no clear call, values can overlap the other calls
An asterisk follows results filed as active; ? = inconclusive; . = not tested or not shown; & = joins results of further samples.

SMILES	C diff growth	T cruzi growth	GASC1 inh	Pf Dd2 growth
C[C@H]1CN([C@@H](C)CO)C(=O)c2cc(C#Cc3ccccc3F)cnc2O[C@@H]1CN(C)C(=O)Cc1cccnc1	-5	.	-1.5	-49
C[C@H](CO)N1C[C@H](C)[C@H](CN(C)Cc2ccncc2)Oc2ccc(NC(=O)Cc3cn(C)c4ccccc34)cc2C1=O	-4	85	0.1	-17
CO[C@@H]1CN(C)C(=O)c2cc(NC(C)=O)ccc2OC[C@@H](C)N(C(=O)C2CCC2)C[C@@H]1C	.	45	1.1	.
COc1cccc(C(=O)N2C[C@H]3[C@@H](c4ccccc42)[C@@H](CO)N3C(=O)NC(C)C)c1	-1	9	3.6	1
O=C(NCC[C@@H]1CC[C@@H](NS(=O)(=O)c2cccc(F)c2)[C@@H](CO)O1)c1cnccn1	-5	-4	-1.0	-70
O=C(C[C@@H]1CC[C@H]2[C@@H](COC[C@@H](O)CN2CC2CCOCC2)O1)N1CCOCC1	.	17	-0.5	3
C[C@@H]1CN([C@@H](C)CO)C(=O)c2ccccc2-c2ccccc2CO[C@@H]1CN(C)C(=O)c1ccc(F)cc1	0	42	-1.9	26
COc1ccc(CN(C)C[C@H]2OCCCC[C@H](C)Oc3ccc(N(C)C)cc3C(=O)N([C@H](C)CO)C[C@@H]2C)cc1	-1	38	-1.1	3
O=C(Nc1cccc(Cl)c1)N[C@H]1CC[C@@H](CCNC(=O)C2CC2)O[C@H]1CO	-3	.	-0.7	-24
CCCNC(=O)N1[C@H](CO)[C@H](c2ccc(-c3cccc(OC)c3)cc2)[C@@H]1C#N	9	93	-2.9	-68
C[C@@H]1CN([C@H](C)CO)C(=O)c2cccc(NC(=O)Nc3cccc4ccccc34)c2O[C@@H]1CN(C)Cc1ccccc1	-1	12	-0.5	-78
O=C(C[C@@H]1CC[C@H](NC(=O)C2CCOCC2)[C@H](CO)O1)NCc1ccccc1Cl	.	-47	0.0	-11
C[C@H]1CN([C@@H](C)CO)C(=O)c2ccccc2-c2ccccc2CO[C@@H]1CN(C)Cc1cccc(C(F)(F)F)c1	28	.	2.3	-16
C[C@H](CO)N1C[C@H](C)[C@@H](CN(C)C(=O)CN(C)C)Oc2cc(-c3ccc(C#N)cc3)ccc2S1(=O)=O	-12	0	-1.0	.
C[C@H](CO)N1C[C@H](C)[C@@H](CN(C)C)OCCCC[C@H](C)Oc2ccc(NC(=O)C3CCCCC3)cc2C1=O	0	-23	0.0	-14

Full records as entered above. Values in the order: C diff growth	T cruzi growth	GASC1 inh	Pf Dd2 growth
`O=C(Nc1cccc(Cl)c1)N[C@H]1CC[C@@H](CCNC(=O)C2CC2)O[C@H]1CO` as listed: -3	.	-0.7	-24
`CCCNC(=O)N1[C@H](CO)[C@H](c2ccc(-c3cccc(OC)c3)cc2)[C@@H]1C#N` as listed: 9	93	-2.9	-68

Further results:
SMILES	C diff growth	T cruzi growth	GASC1 inh	Pf Dd2 growth
CC(C)NC(=O)N(C)C[C@@H]1Oc2cc(C#CC(C)(C)O)ccc2S(=O)(=O)N([C@H](C)CO)C[C@H]1C	1	-22	1.5	23
CO[C@@H]1CN(C)C(=O)c2ccc(NS(=O)(=O)c3ccc(F)cc3)cc2OC[C@H](C)NC[C@@H]1C	0	-7	-0.2	28
C[C@@H]1CN([C@H](C)CO)C(=O)c2cccc(NC(=O)Nc3ccc(C(F)(F)F)cc3)c2O[C@H]1CN(C)C(=O)Nc1ccc(C(F)(F)F)cc1	67	74	-0.2	0
CO[C@@H]1CN(C)C(=O)c2cc(NC(=O)c3nc4ccccc4s3)ccc2OC[C@H](C)NC[C@H]1C	.	-34	6.3	-85*
COc1ccc(S(=O)(=O)Nc2ccc3c(c2)CC(=O)N([C@H](C)CO)C[C@@H](C)[C@H](CN(C)S(=O)(=O)c2ccc(F)cc2)O3)cc1	-14	1	-0.7	25
CN1C(=O)c2cc(NC(=O)C3CCOCC3)ccc2OC[C@@H]2O[C@@H](CC(=O)NCC3CCCCC3)CC[C@H]21	-9	-34	0.5	.
CC(C)COC(=O)N(C)C[C@@H]1OCc2ccccc2-c2ccccc2C(=O)N([C@H](C)CO)C[C@@H]1C	1	11	0.9	-4
CCCNC(=O)N1[C@@H](CO)[C@H](c2ccccc2)C12CN(C(=O)CC)C2	5	.	1.5	35
COc1ccc(NC(=O)Nc2ccc3c(c2)C(=O)N([C@H](C)CO)C[C@@H](C)[C@@H](CN(C)Cc2ccc(C(=O)O)cc2)OCCCC[C@@H](C)O3)cc1	-7	58	13	19
C[C@@H]1CN([C@H](C)CO)C(=O)c2cc(NS(=O)(=O)c3ccccc3)ccc2O[C@@H](C)CCCCO[C@@H]1CN(C)S(=O)(=O)c1cn(C)cn1	4	-22	-0.4	5
CO[C@@H]1CN(C)C(=O)c2ccc(NS(C)(=O)=O)cc2OC[C@@H](C)N(C(=O)NC(C)C)C[C@@H]1C	2	.	0.0	56
Cc1noc(C)c1S(=O)(=O)Nc1ccc2c(c1)C(=O)N([C@H](C)CO)C[C@H](C)[C@@H](CN(C)CC1CCCCC1)OCCCC[C@@H](C)O2	10	3	0.6	-6
COc1ccc(NC(=O)Nc2ccc3c(c2)[C@@H]2C[C@H](CC(=O)NCc4ccc5c(c4)OCO5)O[C@H](CO)[C@@H]2O3)cc1	-8	102*	-0.7	-13
O=C(C[C@H]1CC[C@@H]2[C@H](COC[C@@H](O)CN2Cc2ccc(Cl)cc2)O1)NCc1ccccc1Cl	4	7	0.0	-6
COc1ccc2c3c(n(C)c2c1)[C@H](CO)NCC31CN(Cc2cc(-c3ccccc3)on2)C1	54	.	-0.1	?

Part of the list above, reformatted.
Cc1noc(C)c1S(=O)(=O)Nc1ccc2c(c1)C(=O)N([C@H](C)CO)C[C@H](C)[C@@H](CN(C)CC1CCCCC1)OCCCC[C@@H](C)O2
  C diff growth: 10	T cruzi growth: 3	GASC1 inh: 0.6	Pf Dd2 growth: -6
COc1ccc(NC(=O)Nc2ccc3c(c2)[C@@H]2C[C@H](CC(=O)NCc4ccc5c(c4)OCO5)O[C@H](CO)[C@@H]2O3)cc1
  C diff growth: -8	T cruzi growth: 102*	GASC1 inh: -0.7	Pf Dd2 growth: -13
O=C(C[C@H]1CC[C@@H]2[C@H](COC[C@@H](O)CN2Cc2ccc(Cl)cc2)O1)NCc1ccccc1Cl
  C diff growth: 4	T cruzi growth: 7	GASC1 inh: 0.0	Pf Dd2 growth: -6
COc1ccc2c3c(n(C)c2c1)[C@H](CO)NCC31CN(Cc2cc(-c3ccccc3)on2)C1
  C diff growth: 54	T cruzi growth: .	GASC1 inh: -0.1	Pf Dd2 growth: ?

Later entries
SMILES	C diff growth	T cruzi growth	GASC1 inh	Pf Dd2 growth
C[C@@H]1CN([C@@H](C)CO)C(=O)c2cccc(NC(=O)Nc3ccc4c(c3)OCO4)c2O[C@@H]1CN(C)Cc1ccc(C(=O)Nc2ccccc2N)cc1	.	95	-0.8	-93*
C[C@@H]1CCCCO[C@@H](CN(C)C(=O)c2ccncc2)[C@@H](C)CN([C@H](C)CO)C(=O)c2cc(NS(=O)(=O)c3cccs3)ccc2O1	.	.	-0.4	40
CN(C)C(=O)[C@@H]1[C@@H](CO)[C@@H]2Cn3c(cccc3=O)[C@H]1N2CC1CCOCC1	-3	32	-3.8	-12
COc1ccc(CN(C)C[C@@H]2Oc3ccc(NC(=O)CCN4CCOCC4)cc3CC(=O)N([C@@H](C)CO)C[C@H]2C)cc1	-2	15	1.6	-3
CC(C)NC(=O)Nc1cccc2c1O[C@@H](CN(C)S(=O)(=O)c1ccc(F)cc1)[C@@H](C)CN([C@H](C)CO)C2=O	-3	27	0.2	-14
O=C(C[C@@H]1C[C@@H]2c3cc(NC(=O)Cc4ccncc4)ccc3O[C@@H]2[C@@H](CO)O1)NCCN1CCCCC1	-1	-68	-0.3	15
CC(=O)N(C[C@H]1N[C@H](CO)[C@@H]1c1ccc(-c2cccnc2)cc1)C1CCCC1	-1&7	-54&-44	-6.0	1&-12
COCC(=O)N1C[C@H](C)[C@H](OC)CN(C)C(=O)c2ccc(NC(=O)c3cc(C)on3)cc2OC[C@@H]1C	.	-13	1.2	-1
O=C(C[C@@H]1C[C@H]2c3cc(NS(=O)(=O)c4ccc(F)cc4)ccc3O[C@H]2[C@@H](CO)O1)NCC1CC1	1	0	1.4	23
CCCC#Cc1ccc2c(c1)O[C@H](CN(C)C(=O)CC)[C@H](C)CN([C@@H](C)CO)S2(=O)=O	-1	68	-1.1	-4
CN(C)CC#Cc1ccc([C@H]2[C@@H](CO)N3CCCCN(C(=O)Nc4ccc(F)cc4)C[C@@H]23)cc1	-1	19	3.9	7
CNC(=O)C[C@@H]1CC[C@H]2[C@@H](COc3ccc(NC(=O)c4cscn4)cc3C(=O)N2C)O1	-2	42	-0.4	-9
CO[C@H]1CN(C)C(=O)c2cc(NC(=O)C3CCCCC3)ccc2OC[C@@H](C)NC[C@@H]1C	-2	-33	1.5	11
CC(C)NC(=O)N1[C@@H](CO)[C@@H]2c3ccccc3N(C(=O)Nc3cccc(Cl)c3)C[C@@H]21	2	40	-0.6	10
Cc1ccc(S(=O)(=O)N(C)C[C@H]2Oc3ccc(NC(=O)CCN4CCOCC4)cc3C(=O)N([C@H](C)CO)C[C@@H]2C)cc1	-5	2	3.1	4
CCC(=O)N1C[C@@H]2[C@H](c3ccccc31)[C@H](CO)N2Cc1cc(F)ccc1F	2	19	1.3	-10
O=C(C[C@H]1C[C@@H]2c3cc(NC(=O)Nc4ccc(C(F)(F)F)cc4)ccc3O[C@@H]2[C@H](CO)O1)NCCc1ccccc1	9	72	-2.1	-59
C[C@H](CO)N1C[C@H](C)[C@@H](CN(C)C(=O)C2CCCCC2)OCCCC[C@H](C)Oc2ccc(NS(=O)(=O)c3ccccc3)cc2C1=O	-15	59	0.9	-39
COc1cccc(-c2ccc([C@H]3[C@@H](CO)N4C(=O)CN(C(=O)C5CC5)C[C@@H]34)cc2)c1	6	.	-0.9	7
CNC[C@H]1Oc2ccc(NC(=O)Nc3ccc(OC)cc3)cc2C(=O)N([C@H](C)CO)C[C@H]1C	1	-2	0.2	-3
CO[C@@H]1CN(C)C(=O)c2cc(NC(=O)Nc3ccccc3Cl)ccc2OC[C@@H](C)N(C)C[C@H]1C	-2	-81	1.3	-16
C[C@H]1CN([C@@H](C)CO)S(=O)(=O)c2ccc(-c3cncnc3)cc2O[C@H]1CN(C)C	-2	1	1.7	53
Cc1ccc(S(=O)(=O)Nc2ccc3c(c2)C(=O)N([C@@H](C)CO)C[C@@H](C)[C@H](CN(C)Cc2ccncc2)OCCCC[C@@H](C)O3)cc1	.	31	1.5	2
C[C@@H]1CN([C@H](C)CO)C(=O)c2cc(NC(=O)C3CC3)ccc2O[C@H]1CN(C)C(=O)Nc1ccc2c(c1)OCO2	0	-8	2.6	13
CC(=O)Nc1ccc2c(c1)C(=O)N(C)[C@@H]1CC[C@@H](CC(=O)N3CCc4ccccc4C3)O[C@@H]1CO2	0	23	1.0	-10
C[C@H]1CCCCO[C@H](CN(C)S(=O)(=O)c2ccccc2)[C@@H](C)CN([C@@H](C)CO)C(=O)c2cc(NC(=O)Nc3ccc(C(F)(F)F)cc3)ccc2O1	1	?	0.0	-68
C[C@H](CO)N1C[C@H](C)[C@@H](CN(C)C)Oc2ccc(NC(=O)C3CC3)cc2C1=O	9	7	-0.3	-1
C/C=C/c1ccc([C@@H]2[C@@H](CO)N3C(=O)CN(S(=O)(=O)c4cccc(F)c4)C[C@H]23)cc1	-2	.	0.1	-43
O=C(CN1CCOCC1)N1CC(=O)N2[C@H](C1)[C@H](c1ccc(C3=CCCCC3)cc1)[C@@H]2CO	3	.	0.0	52
COc1cccc(NC(=O)N[C@H]2C=C[C@H](CC(=O)N3CCN(C)CC3)O[C@H]2CO)c1	1	.	-0.6	21
C[C@@H]1CN([C@@H](C)CO)C(=O)c2cccc(NS(=O)(=O)c3cn(C)cn3)c2O[C@@H]1CN(C)Cc1ccncc1	2	.	0.0	16
COc1ccc(NC(=O)N(C)C[C@H]2Oc3c(NC(=O)c4ccncc4)cccc3C(=O)N([C@@H](C)CO)C[C@@H]2C)cc1	-10	-12	-0.4	-6
CN1C(=O)c2cc(NS(C)(=O)=O)ccc2OC[C@H]2O[C@@H](CC(=O)NC3CCCCC3)CC[C@H]21	2	0	0.4	.
CCCN(C)C[C@H]1OCCCC[C@@H](C)Oc2ccc(NC(=O)Cc3ccccc3)cc2C(=O)N([C@@H](C)CO)C[C@H]1C	1	23	-0.7	-86*
